Screening results: PubChem BioAssay, NCI
NCI-60 one-dose screen, 48 h, at 10 µM unless noted. Numbers give growth in % (100 = growth as untreated, 0 = no growth, -100 = all killed).
OVCAR-4: OVCAR-4 ovarian cancer cells; 80,000 compounds, 3.7% hits
IGROV1: IGROV1 ovarian cancer; 79,000 compounds, 4.7% hits
TK-10: TK-10 renal cancer cells; 81,000 compounds, 3.9% hits
SK-OV-3: SK-OV-3 ovarian cancer cells. 80,000 compounds, 3.2% hits. AID 1794785
UO-31: UO-31 renal cancer; 81,000 compounds, 5.2% hits
SN12C: SN12C renal cancer cells. 81,000 compounds, 3.8% hits. AID 1794767
786-0: 786-0 renal cancer cells; 81,000 compounds, 5.1% hits
OVCAR-5: OVCAR-5 ovarian cancer; AID 1794783; 82,000 compounds, 2.9% hits
The depositor's hits bear a star; nt = no result given; & = joins results of further samples. The calls were made as follows: active = growth percent below 10; inactive = the rest. A portion of the library; rates above refer to the full screens.

SMILES	OVCAR-4	IGROV1	TK-10	SK-OV-3	UO-31	SN12C	786-0	OVCAR-5
O=C1CC(c2ccccc2)CO1 (stereo not drawn)	105	105	95	104	94	101	102	109
CC(=O)O[C@@H]1C2=C(C)C3(CC3)[C@@](C)(O)C(=O)C2=C[C@@]1(C)CO	nt	3.8*	4.2*	nt	-51*	12	0.4*	4.7*
COc1cccc2c1cc([N+](=O)[O-])c1c(C(=O)O)cc3c(c12)OCO3	141&108&83	59&106&59	100&100&31	95&113&86	88&85&76	113&113&65	99&109&77	85&106&106
CC(C)(C)c1ccc(OP(=O)(Oc2ccccc2)Oc2ccccc2)cc1	95	90	98	88	nt	91	nt	99
CCCO/N=C/c1cccnc1	109	109	115	134	86	102	107	104
CC(C)(C)c1ccc(O)c(C[N+](C)(C)C)c1	102	107	100	103	79	94	102	88
CCC(CC)(NC)C(O)c1ccccc1 (stereo not drawn)	110	106	88	113	86	108	102	95
COC(=O)[C@H]1CN(C)[C@@H]2Cc3c[nH]c4cccc(c34)[C@]23C[C@H]13	104	104	131	110	75	105	102	98
OCCNC(Cc1ccccc1)c1ccccc1O (stereo not drawn)	112	100	81	73	86	102	73	68
Oc1ccc2c3c1OC1[C@@H](O)CC[C@@]4(O)[C@@H](C2)N(CC2CCC2)CC[C@]314 (stereo partly drawn)	98	103	106	109	83	103	97	nt
O=C(N/N=C\c1ccc(N(CCCl)CCCl)cc1)c1cccc([N+](=O)[O-])c1	87	77	99	83	91	89	97	109
O=C(/C=C/c1ccc([N+](=O)[O-])cc1)c1nc2ccccc2n1Cc1ccc(Br)cc1	90	101	97	93	80	90	90	104
CC1CCC2CON(C(C)(C)C)C2C1 (stereo not drawn)	107	102	97	99	80	96	105	100
O=C1NC(=O)C(Nc2ccccc2)C(=O)N1	109	134	100	110	92	108	113	102
C1CCC2C(C1)NC1CCCCC12 (stereo not drawn)	112	102	122	97	65	100	107	105
NNP(=O)(c1ccccc1)c1ccccc1	113	111	126	114	86	98	106	91
Cc1ccccc1-n1c(/C=C\c2ccccn2)nc2ccccc2c1=O	68	67	49	87	55	78	-1.3*	106
CCN(CC)C(=S)Cl	109	125	102	104	90	112	104	111
CCOC1=C(N2CC2)C(=O)C(OCC)=C(N2CC2)C1=O	123	96	109	101	76	106	99	107
Cc1ccc(C(=O)C2CN(C)CCC2(O)c2ccc(C)cc2)cc1 (stereo not drawn)	106	124	108	122	100	107	113	122
OC1(c2ccccc2F)c2ccccc2C2=NCCN21 (stereo not drawn)	107	79	90	105	84	101	97	99
CN1C(=O)C(=Cc2cn(C[C@@H](O)Cn3c4ccccc4c(=O)c4ccccc43)c3ccccc23)C(=O)N(C)C1=O	91	64	101	79	47	86	97	89
O=C1NC(=O)C(=Cc2cn(CCCn3c4ccccc4c(=O)c4ccccc43)c3ccccc23)C(=O)N1	101	95	88	95	77	96	95	96
CN1C(=O)C(C2CCCCC2)C(=O)N(C)C1=O	100	105	96	102	92	103	111	99
CCOC(=O)C(C(C)=O)c1ccccc1 (stereo not drawn)	101	101	143	105	89	118	112	93
C=CC(=O)OCCN(C)C	113	116	98	114	86	100	104	117
CC(C)N(CCC(C(N)=O)(c1ccccc1)c1ccccc1)C(C)C	98	95	102	105	85	93	107	99
O=C1c2ccccc2CCC1Cl (stereo not drawn)	93	101	112	89	68	96	111	87
N#CC(c1ccccc1)c1ccccc1	108	124	101	102	nt	104	nt	95
CNc1ccc(C(=O)CC(O)CCC(C)C2OC(=O)CC(O)CC(=O)CC(O)CC(O)CC(O)CC(O)CC3(O)CC(O)C(C(=O)OC)C(CC(O[C@@H]4O[C@H](C)[C@@H](O)[C@H](N)[C@@H]4O)/C=C/C=C/C=C/C=C/C=C/C=C/C=C/C2C)O3)cc1 (stereo partly drawn)	-10*	3.2*	-48*	2.5*	-59*	-81*	-20*	-9.4*
COC(=O)[C@H]1[C@@H](O)[C@@]2(O)c3c(OC)cc(OC)cc3O[C@@]2(c2ccc(OC)cc2)[C@@H]1c1ccccc1	2.2*	-17*	-12*	-12*	-20*	-12*	0.3*	-6.5*
Cc1cc(C)c2c(c1)NP(=S)(c1ccccc1)N2 (stereo not drawn)	107	115	101	103	85	109	100	112
CC(=O)c1ccc(F)cc1	112	113	105	103	94	105	109	102
O=C1OCC2=C1C(c1ccccc1)c1cc3c(cc1N2)OCO3 (stereo not drawn)	41	36	57	2.4*	46	21	16	43
CC(C)(O)C(Cl)(Cl)Cl	117	119	118	123	86	99	101	105
CC(C)=CC1C(C(=O)OC/C=C\c2ccc3c(c2)OCO3)C1(C)C (stereo not drawn)	101	95	113	107	78	97	97	94
COc1cc(C2=NN(c3cc(Cl)cc(Cl)c3)C(c3sc(N(CCCl)CCCl)nc3Cl)C2)cc(OC)c1OC (stereo not drawn)	95	58	97	83	53	79	80	69
COc1ccc(CC2NCCc3cc(OC)c(OC)cc32)cc1OC (stereo not drawn)	110	101	107	113	89	98	99	102
CCCN(CCC)CC(=O)c1ccc(I)cc1	98	119	112	104	96	112	103	117
COc1cc[c]([Hg][Cl])cc1	65	15	114	120	97	-6.4*	56	105
Cc1ccc2[nH]c(=S)n(-c3ccccc3)c(=O)c2c1	84	96	nt	99	86	93	104	103
NC(=NC1CCCCC1)NC(=O)NC1CCCCC1	99	107	93	84	90	98	96	101
CCOC(=O)C(Cl)CCl (stereo not drawn)	105	110	94	96	91	108	99	96
OC[P+](CO)(CO)CO	54	74	126	103	78	107	92	100
CC(=O)Nc1nc2c(s1)C1=CC[C@H]3[C@@H]4CC[C@H](OC(C)=O)[C@@]4(C)CC[C@@H]3[C@@]1(C)CC2	69	62	96	68	73	70	32	93
O=C1C(N2CC2)=C(N2CC2)C(=O)C(N2CC2)=C1N1CC1	52	-24*	2.3*	-31*	-56*	nt	-76*	-61*
Cc1cc(NC(=O)NCCCOc2ccc(N3C(N)=NC(N)=NC3(C)C)cc2Cl)ccc1S(=O)(=O)F	35	25	47	65	95	28	40	43
CNC(=O)Oc1ccccc1C(Cl)(Cl)Cl	108	114	127	106	88	94	98	95
CCC(C)(c1ccc(O)cc1)c1ccc(O)cc1	102	98	114	103	97	100	108	97
CC(=O)C1COC(=O)C1 (stereo not drawn)	nt	119	113	114	95	105	110	116
Cc1ccc(-c2nc3ccc(Cl)cc3c(=O)n2-c2ccccc2)cc1	92	93	108	89	95	100	104	91
CSP(=S)(SC(C)C)SC(C)C	105	118	97	103	99	104	98	99
CCOc1ccc(C(O)CN(C)Cc2ccccc2)cc1Cl (stereo not drawn)	103	106	102	109	85	102	100	102
NCC(O)c1ccc(O)cc1 (stereo not drawn)	109&114	106&104	115&108	107&117	98&92	109&99	107&101	104
COC(=O)[C@@H](C)C[C@H](Cc1ccccc1)NC(=O)c1nc([C@@H](C[C@H](C(C)C)N(C)C(=O)[C@@H](NC(=O)[C@H]2CCCN2C)C(C)C)OC(C)=O)sc1C	50	27	14	1.9*	44	31	14	31
CN1C2CCC1CC(O)C2 (stereo not drawn)	nt	111	108	105	98	105	107	94
COc1ccc(C2=C3CC[C@@H]4[C@H](CC[C@]5(C)C(=O)CC[C@@H]45)C3=CC3C(O)c4ccccc4N4C(=O)COC234)cc1 (stereo partly drawn)	95	100	105	117	77	91	95	95
CCCCC1(CCI)C(=O)NC(=O)NC1=O	99	109	96	102	87	97	99	98
CN(C)c1ccc(C(Cc2ccccc2)NCCO)cc1 (stereo not drawn)	90	90	85	81	82	97	81	61
COc1cc(/C=C\c2cc(OC)c(OC)c(OC)c2)cc(N/C=C\C(=O)c2cc(OC)c(OC)c(OC)c2)c1OC	nt	16	55	21	22	37	44	32
Later entries:
SMILES	OVCAR-4	IGROV1	TK-10	SK-OV-3	UO-31	SN12C	786-0	OVCAR-5
CNc1cccc2ccccc12	93	81	115	95	79	94	112	111
CC1=C(CN(O)C(N)=O)C2=C(C)C3(CC3)[C@@](C)(O)C(=O)C2=C1	-1.0*	11	-15*	-16*	-32*	15	-5.5*	18
CCCCCCCCCCCCCCP(=O)(OC)OC	102	99	nt	98	87	92	100	111
COc1cc2c(cc1OC)CC(C)NC2 (stereo not drawn)	121	108	96	97	95	100	93	104
O=[N+]([O-])c1ccc(OCCOc2ccc(S(=O)(=O)F)cc2)c(Cl)c1	nt	nt	92	95	89	98	79	102
CCN(CC)CCOC(=O)C(OCCOc1ccccc1)(c1ccccc1)c1ccccc1	81	62	73	94	55	85	69	88
CN(CCO)CCc1ccccc1	103	110	96	102	93	109	98	105
N[C@@H](Cc1ccc(N(CCCl)CCCl)cc1)C(=O)O	75	88	96	81	86	51	109	108
O=C1Nc2ccccc2Oc2ccccc21	104	113	104	141	100	98	101	97
C#C[C@]1(O)CC[C@H]2[C@@H]3CC[C@@]45O[C@@H]4C(=O)CC[C@]5(C)[C@H]3CC[C@@]21C	96	112	116	114	100	106	110	113
C[C@@H](N)[C@@H](O)c1ccccc1	101	115	105	113	77	64	100	112
O=[As](O)(O)c1ccccc1[As](=O)(O)O	nt	135	119	111	79	110	119	93

For reference, 23 of the compounds above:
SMILES	OVCAR-4	IGROV1	TK-10	SK-OV-3	UO-31	SN12C	786-0	OVCAR-5
O=C1CC(c2ccccc2)CO1 (stereo not drawn)	105	105	95	104	94	101	102	109
CC(=O)O[C@@H]1C2=C(C)C3(CC3)[C@@](C)(O)C(=O)C2=C[C@@]1(C)CO	nt	3.8*	4.2*	nt	-51*	12	0.4*	4.7*
COc1cccc2c1cc([N+](=O)[O-])c1c(C(=O)O)cc3c(c12)OCO3	141&108&83	59&106&59	100&100&31	95&113&86	88&85&76	113&113&65	99&109&77	85&106&106
CC(C)(C)c1ccc(OP(=O)(Oc2ccccc2)Oc2ccccc2)cc1	95	90	98	88	nt	91	nt	99
CCCO/N=C/c1cccnc1	109	109	115	134	86	102	107	104
CC(C)(C)c1ccc(O)c(C[N+](C)(C)C)c1	102	107	100	103	79	94	102	88
CCC(CC)(NC)C(O)c1ccccc1 (stereo not drawn)	110	106	88	113	86	108	102	95
COC(=O)[C@H]1CN(C)[C@@H]2Cc3c[nH]c4cccc(c34)[C@]23C[C@H]13	104	104	131	110	75	105	102	98
OCCNC(Cc1ccccc1)c1ccccc1O (stereo not drawn)	112	100	81	73	86	102	73	68
Oc1ccc2c3c1OC1[C@@H](O)CC[C@@]4(O)[C@@H](C2)N(CC2CCC2)CC[C@]314 (stereo partly drawn)	98	103	106	109	83	103	97	nt
O=C(N/N=C\c1ccc(N(CCCl)CCCl)cc1)c1cccc([N+](=O)[O-])c1	87	77	99	83	91	89	97	109
O=C(/C=C/c1ccc([N+](=O)[O-])cc1)c1nc2ccccc2n1Cc1ccc(Br)cc1	90	101	97	93	80	90	90	104
CC1CCC2CON(C(C)(C)C)C2C1 (stereo not drawn)	107	102	97	99	80	96	105	100
O=C1NC(=O)C(Nc2ccccc2)C(=O)N1	109	134	100	110	92	108	113	102
C1CCC2C(C1)NC1CCCCC12 (stereo not drawn)	112	102	122	97	65	100	107	105
NNP(=O)(c1ccccc1)c1ccccc1	113	111	126	114	86	98	106	91
Cc1ccccc1-n1c(/C=C\c2ccccn2)nc2ccccc2c1=O	68	67	49	87	55	78	-1.3*	106
CCN(CC)C(=S)Cl	109	125	102	104	90	112	104	111
CCOC1=C(N2CC2)C(=O)C(OCC)=C(N2CC2)C1=O	123	96	109	101	76	106	99	107
Cc1ccc(C(=O)C2CN(C)CCC2(O)c2ccc(C)cc2)cc1 (stereo not drawn)	106	124	108	122	100	107	113	122
OC1(c2ccccc2F)c2ccccc2C2=NCCN21 (stereo not drawn)	107	79	90	105	84	101	97	99
CN1C(=O)C(=Cc2cn(C[C@@H](O)Cn3c4ccccc4c(=O)c4ccccc43)c3ccccc23)C(=O)N(C)C1=O	91	64	101	79	47	86	97	89
O=C1NC(=O)C(=Cc2cn(CCCn3c4ccccc4c(=O)c4ccccc43)c3ccccc23)C(=O)N1	101	95	88	95	77	96	95	96

(list continues)
SMILES	OVCAR-4	IGROV1	TK-10	SK-OV-3	UO-31	SN12C	786-0	OVCAR-5
O=C1NC(=O)C(=Cc2ccccc2)C(=O)N1	112&109	104&93	102&106	107&106	94&93	102&90	107&102	108&108
FC(F)(F)c1cc(CN(CCCl)CCCl)cc(C(F)(F)F)c1	113	83	109	91	92	114	111	113
O=C(O)c1c(Cl)c(Cl)c(Cl)c(Cl)c1-c1c2cc(Br)c(=O)c(Br)c-2oc2c(Br)c(O)c(Br)cc12	99	102	115	102	82	105	104	107
Clc1ccc(N2CCNCC2)cc1	102	100	95	96	86	nt	100	100
CN(C)C(=O)CCl	107	113	95	107	99	106	101	98

3 of the compounds above, with values under each structure.
Each structure is followed by: OVCAR-4, IGROV1, TK-10, SK-OV-3, UO-31, SN12C, 786-0, OVCAR-5
O=C(O)c1c(Cl)c(Cl)c(Cl)c(Cl)c1-c1c2cc(Br)c(=O)c(Br)c-2oc2c(Br)c(O)c(Br)cc12
    99, 102, 115, 102, 82, 105, 104, 107
Clc1ccc(N2CCNCC2)cc1
    102, 100, 95, 96, 86, nt, 100, 100
CN(C)C(=O)CCl
    107, 113, 95, 107, 99, 106, 101, 98
